LYP inhibition: inhibitors of LYP phosphatase, biochemical, fluorescence intensity, uHTS (AID 1779); recombinant LYP phosphatase, fluorescence intensity; higher % means a stronger effect; one-dose inhibition, % at 11.5 µM; IC50 in µM for titrated hits; 290,000 tested, 0.054% active; in the data active = inhibition above about 50%;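 also: plate controls were vehicle with enzyme for no effect and no enzyme for full effect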
NS5 inhibitors: flavivirus cap methylation enzyme inhibition – biochemical, confirmation dose response, primary screen (AID 588689); 340,000 tested, 0.3% active; one-dose inhibition, % at 25 µM; IC50 in µM for titrated hits; Dengue-2 NS5 methyltransferase capping enzyme assay, biochemical; higher % means a stronger effect; in the data active = a potency from the dose series; inconclusive = inhibition above about 29% without an active follow-up result
RSV antiviral HEp-2: inhibition of RSV-induced cytopathic effect – HEp-2 cells, primary 10 µM value included (AID 2391). HEp-2 cells, RSV-induced CPE inhibition; higher % means a stronger effect. CPE inhibition, % at 10 µM; hits with a dose series show IC50 in µM. 310,000 tested, 0.13% active; in the data active = a potency from the dose series; inconclusive = CPE inhibition mostly from about 23% at the one dose, without a potency; inactive = the rest, 99 in 100 with CPE inhibition below about 21%; also: strong numbers were not always called active
SV40 large T antigen: SV40 large T antigen inhibitors, biochemical (AID 1903); SV40 large T antigen ATPase/helicase inhibition assay; higher % means a stronger effect; one-dose inhibition, % at 20 µM; IC50 in µM for titrated hits; 310,000 tested, 0.39% active; in the data active = a potency from the dose series; inconclusive = inhibition mostly from about 32% at the one dose, without a potency; inactive = the rest, 99 in 100 with inhibition below about 32%; also: strong numbers were not always called active
MgcRacGAP inhibition: MgcRacGAP GTPase-activating activity inhibitors, confirmation, biochemical, ADP Hunter fluorescence; MgcRacGAP-stimulated Rac1 GTP hydrolysis, ADP Hunter fluorescence; higher % means a stronger effect; GST-tagged Rac1 F28L mutant substrate; inhibition, % at 30 µM; hits with a dose series show IC50 in µM; 340,000 tested, 0.6% active; AID 624330;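 active = first-screen hits whose inhibition reached a set limit at any dose in the follow-up dose series; inconclusive = inhibition above the set first-screen limit but never retested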;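 also: fluorescence reports GDP produced by GAP-driven GTP hydrolysis; strong numbers were not always called active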
West Nile antiviral: West Nile virus antiviral activity, cell-based, CPE readout (AID 1621); West Nile virus-infected cells, CPE inhibition; higher % means a stronger effect; CPE inhibition, % at 10 µM; hits with a dose series show IC50 in µM; 290,000 tested, 0.02% active; in the data active = a potency from the dose series; inconclusive = CPE inhibition mostly from about 3.7% at the one dose, without a potency; inactive = the rest, 99 in 100 with CPE inhibition below about 2.2%; also: strong numbers were not always called active
GPR35 arrestin U2OS: inhibition of zaprinast-stimulated GPR35 beta-arrestin translocation – imaging, U2OS, beta-arrestin-GFP, zaprinast agonist, primary screen (AID 2058); U2OS GPR35 beta-arrestin-GFP translocation imaging, zaprinast antagonism; higher % means a stronger effect; inhibition, % at 10 µM, or IC50 in µM where a hit was titrated; 290,000 tested, 0.052% active;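 active = inhibition of at least 50% with at least 30 cells and total cytoplasm GFP at most 10,000,000; inconclusive = under 30 cells or total GFP of 10,000,000 plus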
CSM14.1 death rescue: protection against thapsigargin-triggered cell killing – 384-well, CSM14.1, ATP luminescence, primary screen (AID 1222); CSM14.1 thapsigargin-induced death rescue, ATP luminescence; higher % means a stronger effect; cellular ATP content (survival), % at 20 µM, or EC50 in µM where a hit was titrated; 190,000 tested, under 10 active;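 active = EC50 below 50 µM in the dose-response confirmation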;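 also: death triggered by thapsigargin at about 15 µM added after 2 h compound pretreatment; cell ATP read after overnight thapsigargin exposure of roughly 18 to 22 hours; normalized against plate controls of thapsigargin alone and 5% DMSO vehicle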
Salmonella PhoP GFP: inhibitors of PhoP regulon expression, primary screen, Salmonella Typhimurium, GFP reporter (AID 1863); S. Typhimurium PhoP-regulated promoter GFP reporter, 4 h; higher % means a stronger effect; one-dose inhibition, % at 50 µM; IC50 in µM for titrated hits; 300,000 tested, 0.16% active;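 active = inhibition over 29.93%, a cutoff 3 SD above the screen mean, later confirmed by dose response; inconclusive = inhibition over 29.93% but no dose response follow-up; inactive = inhibition at most 29.93% or unconfirmed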;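 also: 0% = low Mg2+ inducing control and 100% = high Mg2+ repressing control; strong numbers were not always called active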
NS5 inhibitors pilot replicate: further read-out of NS5 inhibitors, marked with its call; inhibition, %; measured here: pilot screen replicate inhibition
Starred values were filed as active, the others as inactive; u = inconclusive; x = not tested or not shown.

SMILES	LYP inhibition	NS5 inhibitors	RSV antiviral HEp-2	SV40 large T antigen	MgcRacGAP inhibition	West Nile antiviral	GPR35 arrestin U2OS	CSM14.1 death rescue	Salmonella PhoP GFP	others
C/C(=N\S(=O)(=O)c1ccc(C)cc1)N1CCN(S(=O)(=O)c2ccccc2)C1C(C)C (stereo not drawn)	1%	3%	3.3%	15%	-9%	-1.2%	-5%	3.1%	2%
Cc1ccccc1-n1nc2c(c1NC(=O)/C=C\c1ccc3c(c1)OCO3)CSC2	6%	1%	8.0%	7%	8%	x	-7%	12%	17%
COc1cccc(CNC(=O)CN(C)S(=O)(=O)c2ccc3c(c2)n(C)c(=O)c(=O)n3C)c1	-9%	-4%	0.3%	10%	8%	0.1%	5%	x	-7%
COc1ccc(/C=N/NC(=O)CN(c2ccc(OC)cc2)S(=O)(=O)c2ccccc2)cc1	6%	-9%	0.5%	7%	18%	-0.5%	0%	-1.1%	-2%
COC(=O)c1ccc(N2CCN(C)CC2)c(NC(=O)c2ccc(-c3ccc(Cl)cc3)o2)c1	4%	-9%	1.5%	10%	8%	0.5%	-2%	x	-4%
CCCOC(=O)C1=C(C)NC2=C(C(=O)CCC2)C1c1ccc(N(C)C)cc1 (stereo not drawn)	-4%	5%	1.7%	12%	4%	-0.3%	16%	1.6%	-3%
CCOC(=O)C1(C(=O)O)NC(=O)CC1c1ccccc1 (stereo not drawn)	-2%	1%	0.3%	-1%	-3%	-0.3%	12%	-0.6%	0%
CC(C)CC(=O)Nc1ccc(N2CCOCC2)cc1	1%	1%	x	16%	12%	0.2%	7%	-3.8%	14%
O=C1c2ccccc2-c2ncnc3c(N4CCOCC4)cc(N4CCOCC4)c1c23	-2%	-1%	-0.1%	19%	2%	0.4%	-12%	x	0%
CCc1ccccc1NC(=O)NNC(=O)CCc1ccccc1	-13%	-10%	1.2%	9%	6%	0.3%	-4%	x	10%
Cc1[nH]c2ccc(C(=O)OC(C)C(=O)NC3(C#N)CCCCC3)cc2c1C (stereo not drawn)	x	-1%	1.1%	3%	14%	x	x	x	-3%
COc1ccc(NC(=S)SC)cc1OC	-2%	-6%	1.1%	10%	9%	0.6%	-16%	-2.1%	-2%
Cc1ccc(-c2csc(N3CCN(c4cc5c(cc4Cl)nc(C(C)N)n5CCCO)CC3)n2)cc1 (stereo not drawn)	-3%	-5%	9.3%	11%	6%	-0.6%	-1%	x	-7%
CCC1C(=O)C(C)(C)C(=O)OC1c1ccc([N+](=O)[O-])cc1 (stereo not drawn)	-6%	-10%	0.9%	9%	7%	0.0%	-4%	x	7%
COc1cccc(NS(=O)(=O)c2ccc3c(c2)N(C(C)=O)CCO3)c1	-7%	-3%	2.1%	-3%	-3%	-0.6%	14%	x	4%
O=C(COC(=O)Cc1ccc(-c2ccccc2)cc1)NCc1ccc(F)cc1	-12%	-3%	3.6%	2%	5%	0.7%	-18%	-2.3%	6%
CCc1cc(=O)oc2c(C)c(OCC(=O)NCc3ccccn3)ccc12	-7%	-3%	-0.6%	7%	-1%	0.0%	4%	x	-1%
COc1cc(NC(=O)C2CCN(S(=O)(=O)c3ccc4[nH]c(=O)oc4c3)CC2)cc(OC)c1	-6%	-4%	0.4%	20%	-1%	1.0%	18%	x	12%
COC(=O)c1ccc(C(=O)OC)c(NC(=O)Oc2ccccc2)c1	-8%	-1%	1.1%	0%	4%	0.1%	-5%	3.1%	12%
COC(=O)[C@H]1C[C@@H](c2ccccc2)[C@H](C)C1(C)C	x	2%	1.9%	19%	-1%	x	x	x	-9%
CCCc1cc(C(=O)N(C)CC(=O)Nc2ccc(OCC)c(OCC)c2)sc1C	x	-7%	0.2%	12%	-4%	x	x	x	-6%
Cc1ccc(S(=O)(=O)NCCc2nnc3ccc(SCC(=O)Nc4nc5ccccc5s4)nn23)cc1	-7%	x	2.7%	8%	x	-0.1%	1%	-1.9%	10%
Cc1ccc(NC(=O)c2ccc3c(c2)OCO3)cc1Cl	1%	-4%	0.7%	6%	7%	-2.2%	-15%	x	-4%	NS5 inhibitors pilot replicate=-3.6
Cc1ccc(C(=O)N2CCN(c3cccc(C)c3C)CC2)o1	-9%	-9%	8.2%	9%	3%	0.2%	5%	x	-5%
COc1ccc(C)cc1S(=O)(=O)Nc1cccc(C)c1	-4%	1%	1.7%	10%	-6%	-1.4%	-2%	-1.0%	-5%
COc1ccc(N2CCc3c(C)nc4c(OC)cc(OC)cc4c32)cc1	-8%	5%	u	9%	22%	-1.4%	-12%	-2.3%	-5%
CCOC(=O)c1ccccc1N=Cc1c(O)c2ccccc2oc1=O	-4%	3%	1.2%	8%	8%	-0.5%	-5%	x	0%	NS5 inhibitors pilot replicate=-1.5
O=C1CC(=O)CC(c2ccccc2Cl)C1	4%	2%	1.1%	6%	-4%	-0.4%	-10%	-1.1%	-32%
O=C(c1ccccc1Cl)N1CCC(c2nc3c(nnn3Cc3ccco3)c(=O)[nH]2)CC1	-4%	-1%	0.7%	3%	6%	-0.2%	-5%	-1.6%	-2%
O=C(OCC(=O)N1CCN(c2ccccc2)CC1)c1ccc[n+]([O-])c1	5%	-2%	1.6%	10%	3%	0.7%	-10%	-1.8%	0%
Cc1ccc(-n2c(C)cc(/C=C3/SC(=O)N(CC(=O)N4CCOCC4)C3=O)c2C)nc1	-4%	x	1.9%	11%	x	-0.5%	9%	x	-16%
CCOC(=O)c1cc(OC(=O)c2cccs2)n(-c2ccccc2)n1	0%	-10%	-1.6%	-1%	1%	1.5%	14%	-1.3%	1%
O=C(c1cccc(-c2ccco2)c1)N1CCCC(N2CCN(c3ccc(F)cc3)CC2)C1 (stereo not drawn)	0%	4%	11%	27%	4%	-0.8%	-26%	x	-1%
O=c1[nH]c(SCc2c(Cl)cccc2Cl)nc2ccccc12	-4%	-13%	3.1%	8%	4%	-0.4%	4%	0.9%	3%
O=C(Oc1c(CN2CCOCC2)cc(Cl)c2cccnc12)c1ccccc1Br	2%	-3%	-2.7%	3%	15%	u	6%	x	2%
O=C(CSc1nc2ccccc2n1CC(=O)N1CCCC1)Nc1ccc2c(c1)OCO2	0%	-6%	-0.7%	14%	2%	-0.3%	18%	0.4%	-12%

Next part, starting with the last two of the part before.
SMILES	LYP inhibition	NS5 inhibitors	RSV antiviral HEp-2	SV40 large T antigen	MgcRacGAP inhibition	West Nile antiviral	GPR35 arrestin U2OS	CSM14.1 death rescue	Salmonella PhoP GFP	others
O=C(Oc1c(CN2CCOCC2)cc(Cl)c2cccnc12)c1ccccc1Br	2%	-3%	-2.7%	3%	15%	u	6%	x	2%
O=C(CSc1nc2ccccc2n1CC(=O)N1CCCC1)Nc1ccc2c(c1)OCO2	0%	-6%	-0.7%	14%	2%	-0.3%	18%	0.4%	-12%
COc1ccccc1NC(=O)CC1S/C(=N/N=C2\CCCc3ccccc32)NC1=O (stereo not drawn)	10%	-1%	u	9%	1%	0.7%	-2%	x	2%
COC(=O)CNC(c1ccccc1Cl)c1cc(Br)ccc1NS(=O)(=O)c1ccc(C)cc1 (stereo not drawn)	-1%	-1%	21%	12%	5%	-1.8%	-20%	17%	2%
CCC(C(=O)OCCN(CC)CC)c1ccccc1 (stereo not drawn)	-2%	2%	0.2%	5%	0%	0.5%	-12%	-2.0%	2%
COc1ccccc1CC(=O)NCc1nn(-c2ccccc2)nc1C	-5%	0%	1.9%	1%	11%	-0.3%	8%	x	-1%
CC(Oc1cccc(Cl)c1)C(=O)Nc1cc(S(=O)(=O)N2CCOCC2)ccc1N1CCCCC1 (stereo not drawn)	x	-1%	u	9%	3%	x	x	x	-4%
Cc1cc2oc(=O)cc(CN3CCN(Cc4ccccc4)CC3)c2cc1O	0%	1%	8.7%	4%	8%	1.1%	-15%	x	6%
COc1ccc(/C=N\N=C2/SC(CC(=O)O)C(=O)N2c2ccc(O)cc2)cc1 (stereo not drawn)	-5%	1%	-0.5%	0%	4%	-0.9%	3%	-1.5%	4%
Clc1ccc(SCCCCN2CCOCC2)cc1	-2%	3%	-1.1%	5%	11%	0.1%	-4%	-1.3%	16%
CC12CCC(=O)N1C(C(=O)Nc1ccc(S(=O)(=O)N3CCCCC3)cc1)CS2 (stereo not drawn)	x	-9%	-0.3%	15%	7%	x	x	x	-3%
O=S(=O)(NCC1CCCO1)c1ccc(Cl)cc1 (stereo not drawn)	-10%	1%	0.6%	2%	4%	-0.4%	9%	x	2%
CN1CCN(C(=O)C2CCC(CNS(=O)(=O)c3cccc4cccnc34)CC2)CC1 (stereo not drawn)	-4%	-5%	-0.2%	6%	-1%	-0.6%	4%	-1.9%	-4%
COc1ccc(NC(=O)NNC(=O)c2cc(C3CC3)nc3ccccc23)c(OC)c1	-8%	-2%	1.2%	11%	8%	-0.4%	-2%	x	3%
CC(Sc1nc(N)cc(=O)[nH]1)C(=O)NC1CCCCC1 (stereo not drawn)	-3%	-1%	1.5%	0%	1%	0.1%	-9%	0.4%	-3%
O=C1CC(N2CCN(c3ccc(S(=O)(=O)N4CCCC4)cc3)CC2)C(=O)N1c1ccc(F)cc1 (stereo not drawn)	0%	-10%	-0.3%	1%	8%	0.2%	0%	-1.7%	-2%
CC(C)CC1=C/C(=C/c2ccc(-c3ccccc3)o2)C(=O)O1	5%	21%	0.7%	15%	24%	-0.8%	-2%	-2.9%	-8%
Cc1ccccc1NS(=O)(=O)c1ccc(C(=O)N2CCCC(C(F)(F)F)C2)cc1 (stereo not drawn)	x	1%	12%	4%	1%	x	x	x	2%
CC(C)C(NS(=O)(=O)c1cccc2nsnc12)C(=O)NCCC1=CCCCC1 (stereo not drawn)	-3%	-3%	-0.5%	6%	1%	-0.2%	15%	0.0%	1%
COc1cccc(CC(=O)Nc2ccc3c(c2)CCC3)c1	-4%	-9%	7.2%	-2%	4%	-1.0%	-1%	x	-3%
O=[N+]([O-])c1cc(-c2nc3nc4ccccc4nc3n2CCc2ccccc2)cc([N+](=O)[O-])c1	-7%	1%	3.0%	4%	3%	-0.9%	-3%	-4.1%	6%
Cc1ccc(C(=O)N/C(=C\c2ccc(F)cc2)C(=O)NCCCn2ccnc2)cc1	-1%	2%	-0.5%	10%	-4%	-0.5%	-11%	x	-3%
Cc1sc(N/N=C/c2cccs2)nc1-c1ccccc1	5%	3%	18%	10%	7%	-1.2%	4%	-0.3%	-6%

High-throughput results: PubChem BioAssay, several laboratories
